# OX1R antag-1 – blocks the human orexin 1 receptor. OX1R-expressing cells, FRET antagonist read-out. O43613. hit rate 1.8% among 330,000. AID 485270. inhibition, % at 6.6 µM; in the data active = inhibition mostly above about 38%, no sharp cut-off; inactive = mostly below about 40%;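 note: 0% = agonist challenge alone and 100% = reference antagonist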
# Target sequence (O43613 whole entry, looked up): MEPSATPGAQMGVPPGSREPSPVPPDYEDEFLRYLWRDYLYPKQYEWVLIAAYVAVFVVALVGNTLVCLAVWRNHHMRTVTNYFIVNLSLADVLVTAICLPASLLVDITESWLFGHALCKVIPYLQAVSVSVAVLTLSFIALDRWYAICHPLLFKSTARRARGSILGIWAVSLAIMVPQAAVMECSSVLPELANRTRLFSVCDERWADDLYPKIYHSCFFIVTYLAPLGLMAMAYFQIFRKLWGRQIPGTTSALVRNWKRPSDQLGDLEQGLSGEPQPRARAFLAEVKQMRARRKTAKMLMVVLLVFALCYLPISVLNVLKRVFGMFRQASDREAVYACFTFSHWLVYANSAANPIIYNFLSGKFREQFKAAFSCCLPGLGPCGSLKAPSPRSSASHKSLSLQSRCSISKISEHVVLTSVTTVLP
# STK33 inh – inhibitors of human STK33 kinase; Q9BYT3; purified STK33, MBP phosphorylation, ADP-Glo luminescence; inhibition, % at 10 µM; hit rate 0.073% among 320,000; AID 2661;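 active = inhibition at or above 25%, using the most active replicate where run in duplicate; inactive = inhibition below 25%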
# Target sequence (Q9BYT3 whole entry, looked up): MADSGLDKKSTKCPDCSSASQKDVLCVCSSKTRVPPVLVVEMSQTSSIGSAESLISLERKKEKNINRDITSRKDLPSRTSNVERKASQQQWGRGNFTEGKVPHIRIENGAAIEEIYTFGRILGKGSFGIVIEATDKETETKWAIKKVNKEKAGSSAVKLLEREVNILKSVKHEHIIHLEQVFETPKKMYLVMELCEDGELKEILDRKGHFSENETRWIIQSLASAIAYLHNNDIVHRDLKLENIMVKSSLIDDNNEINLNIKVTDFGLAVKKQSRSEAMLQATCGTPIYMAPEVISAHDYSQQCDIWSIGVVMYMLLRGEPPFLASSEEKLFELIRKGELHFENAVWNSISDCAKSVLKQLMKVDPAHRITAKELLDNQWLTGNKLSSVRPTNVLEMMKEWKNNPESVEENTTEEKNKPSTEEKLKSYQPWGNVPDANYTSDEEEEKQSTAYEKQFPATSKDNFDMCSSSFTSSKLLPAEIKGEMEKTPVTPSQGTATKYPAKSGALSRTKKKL
# OX1R antag-2 – human HCRTR1 antagonism; CHO/OX1R cells, Fluo-8 calcium fluorescence, orexin A; inhibition, % at 5 µM; hit rate 0.43% among 330,000; AID 434989;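 active = inhibition above its plate's threshold, mean inhibition of all tested compounds on the plate plus 3 SD, cut at about 37% in these data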;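 note: 0% = orexin A challenge wells and 100% = SB-334867-A antagonist wells; not every result past the cut was called active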
# Starred values were filed as active, the others as inactive; · = no result given.
OX1R antag-1	STK33 inh	SMILES	OX1R antag-2
16	-1.3	COc1ccc(/C=N/Nc2nc(Nc3ccccc3)nc(N3CCCC3)n2)cc1[N+](=O)[O-]	-9
96*	-0.3	COc1ccc(NC(=O)c2cc3c([nH]c4ccccc43)c(C)n2)cc1	26
21	·	CC(=O)c1sc(NC(=O)CS(=O)(=O)c2ccccc2)nc1-c1ccccc1	-12
30	·	COc1cccc(OCc2ccc(C(=O)NCC3CCCO3)cc2)c1 (configuration not stated)	11
4	0.0	O=C(Nc1ccccc1)c1nc[nH]c1C(=O)NCCN(CCNC(=O)c1[nH]cnc1C(=O)Nc1ccccc1)CCNC(=O)c1[nH]cnc1C(=O)Nc1ccccc1	0
13	-0.9	CC(C)c1cccc(-c2ccc3c(c2)S(=O)(=O)c2cccc(C(=O)O)c2C3=O)c1	-27
40	-2.6	CCC(OC(=O)c1nsc(Cl)c1Cl)C(=O)NCC1CCCO1 (configuration not stated)	-9
19	0.5	O=C(N/N=C/c1ccccc1OCc1ccccc1)c1cccs1	-40
3	1.0	CCOc1ccc(Nc2cc(C)nc(-n3nc(C)cc3C)n2)cc1	-32
7	0.0	Cc1nc(NC(=O)CSc2ccccc2N)sc1C	-2
10	-1.1	O=C(Nc1cccc(Oc2ccc3c(c2)C(=O)NC3=O)c1)c1cccs1	-11
11	·	CCOC(=O)C1=C(C)N(C[C@@H]2CC[C@@H](Cc3ccc(-c4ccccc4)cc3)O2)C(=O)NC1c1ccc(C(F)(F)F)cc1 (some centres not stated)	-29
9	0.1	CCNC(=O)C1CCCN1C(=O)C(CCCN=C(N)N)NC(=O)C(CC(C)C)NC(=O)C(Cc1cn(Cc2ccccc2)cn1)NC(=O)C(Cc1ccc(O)cc1)NC(=O)C(CO)NC(=O)C(Cc1c[nH]c2ccccc12)NC(=O)C(Cc1cnc[nH]1)NC(=O)C1CCC(=O)N1 (configuration not stated)	-1
3	6.8	O=C(NC1=NCCS1)C1CC(=O)N(c2ccc(F)cc2)C1 (configuration not stated)	-1
1	1.1	Clc1cccc(Cl)c1CSc1nnc([C@@H]2CCCN2)o1	-10
13	-0.4	C1=C(c2ccccc2)Nc2nnnn2C1	9

# Reformatted bar-delimited: entries from further up.
SMILES | OX1R antag-1 | STK33 inh | OX1R antag-2
O=C(Nc1cccc(Oc2ccc3c(c2)C(=O)NC3=O)c1)c1cccs1 | 10 | -1.1 | -11
CCOC(=O)C1=C(C)N(C[C@@H]2CC[C@@H](Cc3ccc(-c4ccccc4)cc3)O2)C(=O)NC1c1ccc(C(F)(F)F)cc1 (some centres not stated) | 11 | · | -29
CCNC(=O)C1CCCN1C(=O)C(CCCN=C(N)N)NC(=O)C(CC(C)C)NC(=O)C(Cc1cn(Cc2ccccc2)cn1)NC(=O)C(Cc1ccc(O)cc1)NC(=O)C(CO)NC(=O)C(Cc1c[nH]c2ccccc12)NC(=O)C(Cc1cnc[nH]1)NC(=O)C1CCC(=O)N1 (configuration not stated) | 9 | 0.1 | -1
O=C(NC1=NCCS1)C1CC(=O)N(c2ccc(F)cc2)C1 (configuration not stated) | 3 | 6.8 | -1

# Later entries.
OX1R antag-1	STK33 inh	SMILES	OX1R antag-2
19	0.4	CC(=O)c1ccc2c(c1)c1ccccc1n2CC(C)C	-40
10	0.7	O=C(CN1CCOCC1)Nc1nc(-c2ccc(Cl)cc2)cs1	-43
28	5.4	N/C(=N\OC(=O)c1ccccc1[N+](=O)[O-])c1ccccn1	-4
19	-0.9	Fc1ccc(CNn2cnnc2SCc2ccc(F)cc2)cc1	-22
6	-0.6	C=CCN(c1ccc(C(N)=O)cc1)S(C)(=O)=O	5
17	18	O=C(Cc1cccc2ccccc12)Nc1ccc2c(c1)C(=O)NC2=O	4
3	-1.8	Cc1ccc2nc(-c3ccncc3)cc(C(=O)NCc3ccccc3F)c2c1	-35
9	-1.7	Cn1c(Cn2c(=O)sc3ccccc32)nnc1SCC(N)=O	-2
11	-1.0	COc1nnc(-c2ccc(C)c(S(=O)(=O)NC(C)C)c2)c2ccccc12	-32
14	1.3	C=CCN=C(NC#N)SCc1ccccc1Cl	-7
16	·	CCCCCCC(NC(=O)c1ccc(C)cc1)C(=O)O (configuration not stated)	11
6	-1.5	CCc1c(C)nc2ncnn2c1N1CCC(C(=O)Nc2ccccc2)CC1	-16
20	-0.6	COc1ccc(C(=O)NNC2CC(=O)N(Cc3ccc(Cl)cc3)C2=O)cc1OC (configuration not stated)	-7
5	0.5	COc1cccc(NC(=O)Nc2cc(C(=O)O)ccc2N2CC3CC(C2)c2cccc(=O)n2C3)c1 (configuration not stated)	-4
27	0.5	CCCC(=O)Nc1ccc(Br)c(Cl)c1	9
-2	9.9	O=S(=O)(c1ccccc1F)N1CCN(CCOc2ccccc2)CC1	-13
14	1.0	Cc1nc2ccc(Cl)cc2c(-c2ccccc2F)c1CC(=O)O	-10
3	-1.5	C[C@@]12C(=O)N(Cc3ccc(Cl)cc3)CC(=O)N1[C@H]1c3ccccc3OC[C@@H]1[C@@H]2c1ccccc1	-14
-7	-3.2	Cc1ccc(CNC(=O)C2CCC(=O)N2Cc2ccc(F)cc2)cc1 (configuration not stated)	-16
6	-1.1	Cc1n[nH]c(C)c1NC(=O)CSc1nnnn1-c1cccc(F)c1	-6
4	-0.3	CCOc1ccc(OCCCCNC(C)(C)C)cc1	-12
4	13	CSc1ccccc1C(=O)Nc1ccccc1C(=O)NC(C)C	-12
12	0.6	CC(NC(=O)CNC(=O)C1O[C@@H]2OC(C)(C)O[C@@H]2[C@H]2OC(C)(C)O[C@@H]12)C(=O)O (some centres not stated)	4
1	-1.5	O=C(Nc1ccc(S(=O)(=O)Nc2nccs2)cc1)/C(=C/c1ccccc1Cl)NC(=O)c1ccccc1	-6
6	-3.2	Cc1onc(-c2ccccc2)c1CNS(=O)(=O)c1cccc(Cl)c1	-11
17	0.3	N#CCN1CCC2(O)CCCCC2C1c1ccc2c(c1)OCO2 (configuration not stated)	-6
17	-1.5	Cn1c(=O)[nH]c(=O)c2c1nc(NCCCn1ccnc1)n2Cc1ccc(F)cc1	-8
7	-1.4	C=CCc1cccc2cc(C(=O)Nc3ccc(S(=O)(=O)Nc4nnc(CC)s4)cc3)c(=O)oc12	-14
64	-0.1	Cc1cc(SCc2cc(=O)n3ccsc3n2)nc2ccccc12	-4
17	-2.8	Cc1ncsc1CCC(=O)N1CCCC(C(=O)c2ccc3c(c2)OCO3)C1 (configuration not stated)	-16
-1	-0.5	CNC(=O)NC1CCCc2ccccc21 (configuration not stated)	4
5	-0.3	Cc1nn(C)c(C(=O)N/N=C/c2ccccc2)c1[N+](=O)[O-]	-14
19	-0.2	CCc1occc(=O)c1Oc1cc(NN2CCCCC2)c([N+](=O)[O-])cc1[N+](=O)[O-]	-28
18	1.4	COc1cccc(CNS(=O)(=O)c2cc3c4c(c2)CCN4C(=O)CC3)c1	-25
35	-0.1	CCC(C(=O)NCc1ccco1)N(C(=O)CNS(=O)(=O)c1ccccc1)c1ccccc1C (configuration not stated)	-25
15	-0.3	CC1CCCC(C)N1C(=O)CNCc1ccc2c(c1)OCO2 (configuration not stated)	-8
11	-1.7	CCCn1c(=O)c(C(=O)NCCCc2ccccc2)c(O)c2ccccc21	-41
9	-0.4	N/C(Cn1cncn1)=N\NC(=O)c1ccc(Cl)cc1Cl	-17
3	-2.0	O=C(CN1c2cccc3cccc(c23)S1(=O)=O)NC1CCCCC1	-29
14	0.2	CC(=O)c1cccc(CN2CCCC(CCC(=O)NCc3ccc(C)o3)C2)c1 (configuration not stated)	-33
14	1.5	O=C(c1cc(-c2ccc(Cl)cc2)on1)N1CCCC1	-18
21	-0.6	CC(=O)Nc1cccc2c1C(=O)N(c1cccc(C)c1)C2=O	-22
22	-0.6	NNC(=O)c1cnn(-c2ccccc2)c1C(F)(F)F	-6
17	·	COc1ccc(S(=O)(=O)N2CCC(C(=O)Oc3ccc(C)cc3)CC2)cc1OC	-30
-9	-0.1	S=c1[nH]nc(COc2ccccc2)n1/N=C/c1ccc(Br)cc1	-8
21	3.2	COc1cnc(-c2ccccn2)nc1Sc1ccccc1	-20
12	-0.7	FC(F)(Cl)c1nnc2ccc(Cl)nn12	-12
9	-0.5	C=CCN1C(=O)C(O)(CC(=O)c2c(C)n[nH]c2C)c2cc(Br)ccc21 (configuration not stated)	4
10	0.8	CC(C)CN1C(=O)NC(NC(=O)c2ccco2)(C(F)(F)F)C1=O (configuration not stated)	-9
62*	-0.7	O=c1[nH]c(=O)c2nnc(N/N=C\c3ccc(O)cc3)nc2[nH]1	-14
35	-1.3	COc1ccc(C2/C=C\CN(Cc3ccco3)CC(=O)N2Cc2ccc(F)cc2)cc1 (configuration not stated)	-21
0	-0.2	CN(C)S(=O)(=O)c1ccc(=S)[nH]c1	3
23	-16	O=C(Nc1ccc([N+](=O)[O-])cc1)Nn1cnnc1	-16
16	-1.8	Cc1cc(C(=O)NCc2cccs2)no1	10
8	-0.1	CC#CCN1c2ccccc2[C@]23C[C@@H](C(=O)OC)N(C(=O)NCCBr)C2=NC(C(=O)OC)=C(C(=O)OC)[C@H]13	-15
9	1.0	COc1cc(C(=O)Oc2cccc(/C=N/NC(=O)c3cccnc3)c2)cc(OC)c1OC	-22

# Following part.
OX1R antag-1	STK33 inh	SMILES	OX1R antag-2
13	-0.5	CCC(=O)N1CCCc2cc(S(=O)(=O)N3CCN(c4ccccc4F)CC3)ccc21	-35
8	-0.4	CC(C)CC(NC(=O)C1CCC(C)CC1)C(=O)N1CCN(c2ccccn2)CC1 (configuration not stated)	-49
30	-0.5	COC(=O)Cn1c(=NC(=O)c2ccc(S(=O)(=O)N3CCOCC3)cc2)sc2cc(S(N)(=O)=O)ccc21	-2
18	0.1	CCOC(=O)C/C(=N\Nc1ncnc2ccccc12)c1ccccc1	-29
11	-1.9	CCOc1ccc(NC(=O)CCC(=O)NNS(=O)(=O)c2ccccc2[N+](=O)[O-])cc1	-14
67*	-0.2	O=C(Nc1nc(-c2nc3ccccc3s2)cs1)c1ccc(S(=O)(=O)N2CCOCC2)cc1	11
15	1.7	Cc1ccnc(NS(=O)(=O)c2ccc(NS(=O)(=O)c3cc(Cl)ccc3Cl)cc2)n1	-15
17	-0.6	Cc1cc(NN)nc2ccc(Cl)cc12	-9
9	0.3	COc1ccc(NS(=O)(=O)c2cccc(C(=O)NN=Cc3ccc(O)c(OC)c3)c2)cc1	-16
-9	-1.6	COC(=O)CSc1ccccc1C(=O)OC	-7
6	-0.4	CN(C(=O)C12CC3CC(CC(C3)C1)C2)C1(C)CCS(=O)(=O)C1 (configuration not stated)	2
15	-2.0	Cc1ccsc1/C=C/C1=Cc2c(sc(NC(=O)CSc3n[nH]c(N)n3)c2C#N)C(C)(C)C1	-14
0	2.1	O=C(NCC1CCCO1)C1CCCCN1S(=O)(=O)c1ccc(F)cc1 (configuration not stated)	-5
4	-3.2	CCOC(=O)C1=C(COC(=O)C2CC(=O)N(CCc3ccccc3)C2)NC(=O)NC1C (configuration not stated)	-12
14	5.5	CCOC(=O)c1[nH]c2c(c1-c1ccccc1)C(=O)CC(c1ccc(Cl)cc1)C2 (configuration not stated)	-22
4	-0.2	CC1(C)CCc2nc(SCc3ccccc3)c(C#N)cc2C1	-25
7	1.8	COc1cc(C(=O)Nc2ccc(S(=O)(=O)Nc3cc(C)on3)cc2)cc(OC)c1OC	-6
9	-0.4	CC(C)(C)OC(=O)NCCCC[C@H](NC(=O)c1nc[nH]c1C(=O)NCc1ccccc1)C(=O)OC(C)(C)C	-35
16	-1.1	COC(=O)c1ccc(NC2=C(Cl)C(=O)OC2OC(=O)c2ccccc2)cc1 (configuration not stated)	-7
7	1.2	CNC(=S)NNC(=O)c1cc(C(C)(C)C)nn1Cc1ccc(F)cc1	-14
15	-1.3	CCN(CC(=O)Nc1c(F)cccc1F)C(=O)/C=C/c1c(C)nn(-c2ccc(F)cc2)c1C	-14
33	-2.5	COc1ccc(-c2cc(CCCC(=O)NCCc3ccc(OC)cc3OC)no2)cc1	-11
-2	-0.3	CCOC(=O)C1=C(COC(=O)CNC(=O)c2ccccc2F)NC(=O)NC1C (configuration not stated)	-4
28	-0.1	Cc1c(N=N/C(C(=O)Nc2ccccc2)=C(/O)c2ccccc2)c(=O)n(-c2ccccc2)n1C	-10

# Only OX1R antag-1 and STK33 inh, for 3 of the compounds above:
smiles	OX1R antag-1	STK33 inh
C[C@@]12C(=O)N(Cc3ccc(Cl)cc3)CC(=O)N1[C@H]1c3ccccc3OC[C@@H]1[C@@H]2c1ccccc1	3	-1.5
CC(C)c1cccc(-c2ccc3c(c2)S(=O)(=O)c2cccc(C(=O)O)c2C3=O)c1	13	-0.9
CC(=O)c1cccc(CN2CCCC(CCC(=O)NCc3ccc(C)o3)C2)c1 (configuration not stated)	14	0.2

# (cont.)
OX1R antag-1	STK33 inh	SMILES	OX1R antag-2
-66	-1.3	Cc1cc(Br)c2nc3c(c(C(=O)O)c2c1)CCCCC3	1
11	2.1	N#Cc1cc2cc3c(cc2nc1SCC(=O)N1CCOCC1)OCCO3	-10
31	0.8	N#C/C(=C\c1ccc([N+](=O)[O-])o1)C(=O)Nc1ccc(F)cc1	7
18	-1.7	Cn1c(=O)oc2cc(S(=O)(=O)N3CCCc4ccccc43)ccc21	-14
11	-0.4	CC1=CC(C)(C)N(C(=O)CSc2nncn2C)c2ccccc21	4
18	-2.8	CCCCOCCCNC(=O)c1ccc(OC)cc1	-13
12	5.5	O=C(NCC1CCNCC1)c1ccncc1	3
16	-1.0	C=CCn1c(=O)n(CCC#N)c(=O)n(CCC#N)c1=O	1
40	-0.2	COc1ccc2cnnc(SCC(=O)Nc3ccccc3)c2c1OC	-35
8	-0.4	CCC(C)(C)NC(=O)c1cc(S(=O)(=O)N2CCc3ccccc32)cn1C	-16
14	-1.2	CN(Cc1ccccc1)S(=O)(=O)c1ccc2c(c1)OCCO2	-1
0	-2.1	NC(=O)c1ccc(NC(=O)COC(=O)/C=C/c2ccc(Br)o2)cc1	-10

# Bioassay records (PubChem)
